Source: PubChem (several laboratories)
NOD2 inhibition: NOD2 signaling inhibitors, cell-based, luminescence, uHTS, HEK293 (AID 1566) | 290,000 compounds, 0.63% hits | one-dose inhibition, % at 4 µM; EC50 in µM for titrated hits | HEK293 NOD2/NF-kB luciferase reporter, luminescence; higher % means a stronger effect; further: many of its hits are not listed in these tables
ER stress rescue: rescue of cells from ER stress-induced death, primary screen, 384-well, CSM14.1, thapsigargin, ATP luminescence (AID 1222); 190,000 tested, under 10 active; CSM14.1 thapsigargin-induced death rescue, ATP luminescence; higher % means a stronger effect; one-dose cellular ATP content (survival), % at 20 µM; EC50 in µM for titrated hits;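 active means EC50 below 50 µM in the dose-response confirmation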;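 further: death triggered by thapsigargin at about 15 µM added after 2 h compound pretreatment; cell ATP read after overnight thapsigargin exposure of roughly 18 to 22 hours; normalized against plate controls of thapsigargin alone and 5% DMSO vehicle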
TNAP activation fold: human TNAP enzyme activators, primary screen, biochemical, luminescent, no phosphate acceptor, uHTS (AID 1001); 200,000 compounds, 0.03% hits; purified TNAP, luminescent activation assay, no phosphate acceptor; higher activation fold means a stronger effect; Alkaline phosphatase, tissue-nonspecific isozyme (Homo sapiens); activation fold at 20 µM, or EC50 in µM where a hit was titrated; in the data active means activation fold from about 3, or a potency from the dose series; inactive means the rest, 99 in 100 with activation fold below about 1.6; further: many of its hits are not listed in these tables
Yfh1-off respiration: enhancers of respiration in Yfh1-depleted yeast, dose response, Friedreich's ataxia, plus single-dose screen (AID 1465). S. cerevisiae Yfh1-off respiration, WST-1 reduction, 72 h; higher fold induction means a stronger effect. 220,000 compounds, 0.074% hits. fold induction at 50 µM, or EC50 in µM where a hit was titrated;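 active means fold induction of absorbance versus untreated yeast above a set limit, then at least 30% activation at any dose in follow-up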;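 further: activators that raise dye reduction in frataxin-depleted yeast; strong numbers were not always called active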
NTR1 ag: agonists of NTR1, primary screen, imaging, U2OS cells, beta-arrestin-GFP, high content (AID 493036). Neurotensin receptor type 1 (Homo sapiens), P30989. NTR1-U2OS beta-arrestin-GFP spot imaging, agonist mode. activation, % at 20 µM. 330,000 compounds, 0.17% hits;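 active means activation at or above 40% of the spot to cytoplasm intensity ratio, with at least 20 cells analyzed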;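 further: 0% = DMSO without peptide and 100% = 100 nM NTR1 peptide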
Target sequence (P30989 whole entry, looked up): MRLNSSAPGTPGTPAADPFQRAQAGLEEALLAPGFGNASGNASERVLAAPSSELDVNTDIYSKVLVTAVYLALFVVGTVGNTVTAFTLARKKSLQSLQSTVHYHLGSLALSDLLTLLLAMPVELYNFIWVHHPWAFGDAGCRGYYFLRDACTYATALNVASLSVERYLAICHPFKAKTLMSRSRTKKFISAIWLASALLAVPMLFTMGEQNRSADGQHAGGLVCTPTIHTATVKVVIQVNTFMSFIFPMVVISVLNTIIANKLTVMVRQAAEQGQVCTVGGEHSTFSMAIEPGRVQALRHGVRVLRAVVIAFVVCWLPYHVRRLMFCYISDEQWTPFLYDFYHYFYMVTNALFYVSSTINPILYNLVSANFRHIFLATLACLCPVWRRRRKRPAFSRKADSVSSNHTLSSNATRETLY
KOR beta-arrestin-1: KOR antagonists, beta-arrestin recruitment, cell-based, luminescence, uHTS (AID 1778) | inhibition, % at 10 µM; hits with a dose series show IC50 in µM | KOR beta-arrestin recruitment, luminescence, antagonist mode; higher % means a stronger effect | 290,000 compounds, 0.091% hits; further: strong numbers were not always called active
NOD1 NF-kB reporter: NOD1 signaling inhibitors, primary screen, cell-based, luminescence, uHTS (AID 1578). inhibition, % at 4 µM; hits with a dose series show EC50 in µM. 290,000 compounds, 1% hits. NOD1-driven NF-kB luciferase reporter cells, luminescence; higher % means a stronger effect; in the data active means inhibition mostly above about 36%, no sharp cut-off; inactive means mostly below about 34%;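 further: HEK-293T reporter cells stimulated with the NOD1 agonist gamma-tri-DAP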
GPR55 activation: GPR55 agonists via beta-arrestin recruitment, primary screen, imaging, U2OS cells, beta-arrestin-GFP redistribution (AID 1961) | G-protein coupled receptor 55 (Homo sapiens) | U2OS GPR55 beta-arrestin-GFP redistribution imaging; higher % means a stronger effect | activation, % at 10 µM, or EC50 in µM where a hit was titrated | 290,000 compounds, 0.048% hits;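 active means activation above 40% with more than 50 cells counted in the well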;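 further: U2OS osteosarcoma cells stably expressing GPR55 and beta-arrestin-GFP; plate controls were DMSO negative control for no effect and LPI positive control for full effect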
KOR beta-arrestin-2: KOR agonists, beta-arrestin recruitment, primary screen, cell-based, luminescence, uHTS (AID 1777); Kappa-type opioid receptor (Homo sapiens); activation, % at 10 µM, or EC50 in µM where a hit was titrated; 280,000 compounds, 0.02% hits; KOR beta-arrestin recruitment, luminescence; higher % means a stronger effect; in the data active means activation above about 50%, passing the limit was not always enough; further: a part of the inactive calls stands beside numbers as strong as those of hits
NTR1 ag cell count 20 µM: also measured in NTR1 ag; calls as there; cell count; measured here: cell count, cytotoxicity flag
Starred values were filed as active, the others as inactive; [ ] = remark or other dose. Unless noted, no stated cut-off is given here; in the data, active means inhibition above about 50%; inactive means the rest.

`Cc1cccc(N2CCN(CC(=O)Nc3nccs3)CC2)c1C` gave NOD2 inhibition 12%, ER stress rescue 1.4%, TNAP activation fold 1.2, Yfh1-off respiration inactive, NTR1 ag -2.5, KOR beta-arrestin-1 5%, NOD1 NF-kB reporter 2%, GPR55 activation 0.6%, KOR beta-arrestin-2 -4.2% and NTR1 ag cell count 20 µM 83.
`CC1Cc2ccccc2N1C(=O)Cn1c(=O)cc(O)c2ccccc21` (configuration not stated) gave NOD2 inhibition -13%, ER stress rescue 2.9%, TNAP activation fold 1, Yfh1-off respiration inactive, NTR1 ag -0.2, KOR beta-arrestin-1 -23%, NOD1 NF-kB reporter 5%, GPR55 activation -0.2%, KOR beta-arrestin-2 -1.0% and NTR1 ag cell count 20 µM 92.
For CCOC(=O)N1CCN(C(=O)Cn2ccc3c(OC)cccc3c2=O)CC1 the results were NOD2 inhibition -8%, ER stress rescue 0.7%, TNAP activation fold 1.2, Yfh1-off respiration inactive, NTR1 ag -1.8, KOR beta-arrestin-1 10%, NOD1 NF-kB reporter -2%, GPR55 activation -0.1%, KOR beta-arrestin-2 -3.0% and NTR1 ag cell count 20 µM 69.
Screening O=C(CCNC(=O)c1ccc([N+](=O)[O-])cc1)Nc1ccc(F)cc1 returned NOD2 inhibition -42%, NTR1 ag 0.0, KOR beta-arrestin-1 -17%, NOD1 NF-kB reporter 4%, GPR55 activation 0.0%, KOR beta-arrestin-2 9.8% and NTR1 ag cell count 20 µM 104.
`COc1cc(C(=O)NCCc2ccc(S(=O)(=O)N3CCCC3)cc2)cc(OC)c1OC` gave NOD2 inhibition 2%, ER stress rescue 0.5%, TNAP activation fold 1.1, Yfh1-off respiration inactive, NTR1 ag 0.0, KOR beta-arrestin-1 20%, NOD1 NF-kB reporter -40%, GPR55 activation -0.2%, KOR beta-arrestin-2 -3.7% and NTR1 ag cell count 20 µM 47.
`CC(C)C(=O)Nc1ccc([N+](=O)[O-])c(C(F)(F)F)c1` gave NOD2 inhibition 15%, ER stress rescue 1.0%, TNAP activation fold 1.1, Yfh1-off respiration inactive, NTR1 ag 4.0, KOR beta-arrestin-1 -7%, NOD1 NF-kB reporter -17%, GPR55 activation 0.8%, KOR beta-arrestin-2 -4.3% and NTR1 ag cell count 20 µM 65.
`COc1ccc(C)cc1NC(=O)C(OC(=O)CNC(=O)c1ccc(Br)cc1)c1ccccc1` (configuration not stated) gave NOD2 inhibition 11%, ER stress rescue 1.7%, TNAP activation fold 1.1, Yfh1-off respiration inactive, NTR1 ag 2.6, KOR beta-arrestin-1 -19%, NOD1 NF-kB reporter -13%, GPR55 activation 0.0%, KOR beta-arrestin-2 3.8% and NTR1 ag cell count 20 µM 48.
Screening NC(=O)C1CC12c1ccccc1-c1ccccc12 (configuration not stated) returned NOD2 inhibition 11%, NTR1 ag 0.0, KOR beta-arrestin-1 -12%, NOD1 NF-kB reporter -1%, GPR55 activation 0.0%, KOR beta-arrestin-2 -6.5% and NTR1 ag cell count 20 µM 97.
CC(C)(C)N/N=C/c1cc(Cl)cc([N+](=O)[O-])c1O was read as NOD2 inhibition 1%, ER stress rescue -0.5%, TNAP activation fold 0.8, Yfh1-off respiration inactive, NTR1 ag 3.1, KOR beta-arrestin-1 -10%, NOD1 NF-kB reporter 46%, GPR55 activation -0.2%, KOR beta-arrestin-2 38% and NTR1 ag cell count 20 µM 73.
`CC1(C)C(c2ccc(Cl)cc2)=[N+]([O-])C2(CCCC/C2=N\O)N1O` (configuration not stated) gave NOD2 inhibition 5%, ER stress rescue 1.1%, TNAP activation fold 1.2, Yfh1-off respiration inactive, NTR1 ag 1.0, KOR beta-arrestin-1 18%, NOD1 NF-kB reporter -19%, GPR55 activation -0.1%, KOR beta-arrestin-2 0.3% and NTR1 ag cell count 20 µM 39.
`CCN1CCN(c2cc3c(cc2F)c(=O)c(C(=O)O)cn3C2CC2)CC1` gave NOD2 inhibition -4%, ER stress rescue -0.4%, TNAP activation fold 1.1, Yfh1-off respiration inactive, NTR1 ag 1.2, KOR beta-arrestin-1 -13%, NOD1 NF-kB reporter -31%, GPR55 activation -0.2%, KOR beta-arrestin-2 -2.9% and NTR1 ag cell count 20 µM 68.
Cc1cc(C)c2c(n1)nn1c(N3CCN(c4ccccc4)CC3)cc(C)nc21 was read as NOD2 inhibition 3%, ER stress rescue -2.4%, TNAP activation fold 1.2, Yfh1-off respiration inactive, NTR1 ag 9.2, KOR beta-arrestin-1 -5%, NOD1 NF-kB reporter 2%, GPR55 activation -0.1%, KOR beta-arrestin-2 1.4% and NTR1 ag cell count 20 µM 76.
Nc1cccc(-c2csc(-n3ncc(C(=O)O)c3C(F)(F)F)n2)c1 was read as NOD2 inhibition 16%, NTR1 ag 0.2, KOR beta-arrestin-1 14%, NOD1 NF-kB reporter -10%, GPR55 activation -0.2%, KOR beta-arrestin-2 -1.9% and NTR1 ag cell count 20 µM 92.
`O=C1C2C3C=CC(CNS(=O)(=O)c4ccccc4[N+](=O)[O-])(O3)C2C(=O)N1c1ccccc1` (configuration not stated) gave NOD2 inhibition 0%, ER stress rescue -1.8%, TNAP activation fold 1.1, Yfh1-off respiration inactive, NTR1 ag -1.0, KOR beta-arrestin-1 11%, NOD1 NF-kB reporter -24%, GPR55 activation 0.7%, KOR beta-arrestin-2 -4.4% and NTR1 ag cell count 20 µM 88.
`COC(=O)CCC(C)N1CCC(Oc2ccc(C(=O)N3CCCC3)cc2)CC1` (configuration not stated) gave NOD2 inhibition -7%, NTR1 ag 1.4, KOR beta-arrestin-1 -20%, NOD1 NF-kB reporter -36%, GPR55 activation 0.0%, KOR beta-arrestin-2 -0.3% and NTR1 ag cell count 20 µM 50.
NS(=O)(=O)c1ccc(CCNC(=O)C2CCC(Cn3c(=S)[nH]c4ccccc4c3=O)CC2)cc1 (configuration not stated) was read as NOD2 inhibition -24%, ER stress rescue -0.3%, TNAP activation fold 1.1, Yfh1-off respiration inactive, NTR1 ag 0.7, KOR beta-arrestin-1 -20%, NOD1 NF-kB reporter -57%, GPR55 activation -0.1%, KOR beta-arrestin-2 -0.6% and NTR1 ag cell count 20 µM 28.
For COc1ccc(CNC(=O)COc2ccc(S(=O)(=O)N3CCOCC3)cc2C)cc1 the results were NOD2 inhibition 9%, NTR1 ag -0.2, KOR beta-arrestin-1 -8%, NOD1 NF-kB reporter -7%, GPR55 activation -0.2%, KOR beta-arrestin-2 -7.3% and NTR1 ag cell count 20 µM 44.
Screening COc1cccc(/C=N/Nc2ccc(S(=O)(=O)O)cc2)c1O returned NOD2 inhibition 15%, ER stress rescue -2.7%, TNAP activation fold 1.1, Yfh1-off respiration inactive, NTR1 ag -0.9, KOR beta-arrestin-1 -11%, GPR55 activation 0.9%, KOR beta-arrestin-2 2.8% and NTR1 ag cell count 20 µM 66.
`O=C(CC1C(=O)NCCN1Cc1ccoc1)NCc1cccc(OC(F)(F)F)c1` (configuration not stated) gave NOD2 inhibition 17%, Yfh1-off respiration inactive, NTR1 ag 0.4, KOR beta-arrestin-1 16%, NOD1 NF-kB reporter 6%, GPR55 activation 0.3%, KOR beta-arrestin-2 -2.2% and NTR1 ag cell count 20 µM 61.
Cc1ccc(NC(=O)CN2C(=O)CC(C)S(=O)(=O)c3ccccc32)cc1 (configuration not stated) was read as NOD2 inhibition 4%, NTR1 ag -1.0, KOR beta-arrestin-1 11%, NOD1 NF-kB reporter -22%, GPR55 activation 0.3%, KOR beta-arrestin-2 2.0% and NTR1 ag cell count 20 µM 50.
`CC12CCC(=O)C=C1CCC1C2C(=O)CC2(C)C1CC[C@]2(O)C(=O)CO` (some centres not stated) gave NOD2 inhibition -21%, NTR1 ag -0.4, KOR beta-arrestin-1 -25%, NOD1 NF-kB reporter -15%, GPR55 activation 0.0%, KOR beta-arrestin-2 2.7% and NTR1 ag cell count 20 µM 81.
COc1ccc(CNC(=O)c2nnn(Cc3ccc(OC)cc3)c2N)cc1 was read as NOD2 inhibition -1%, ER stress rescue -2.2%, TNAP activation fold 1.1, Yfh1-off respiration inactive, NTR1 ag -3.8, KOR beta-arrestin-1 -13%, NOD1 NF-kB reporter 16%, GPR55 activation 0.0%, KOR beta-arrestin-2 12% and NTR1 ag cell count 20 µM 50.
Screening COc1ccc(NC(=O)CCNC(=O)Cn2ccc3ccccc3c2=O)cc1OC returned NOD2 inhibition 6%, NTR1 ag -0.3, KOR beta-arrestin-1 -24%, NOD1 NF-kB reporter -25%, GPR55 activation 0.3%, KOR beta-arrestin-2 -0.5% and NTR1 ag cell count 20 µM 58.
`C=CCNC(=O)C1CC(=O)N(c2ccc(OCc3ccccc3Cl)cc2)C1` (configuration not stated) gave NOD2 inhibition -20%, NTR1 ag 0.8, KOR beta-arrestin-1 -23%[20 µM], NOD1 NF-kB reporter -20%, GPR55 activation 0.8%, KOR beta-arrestin-2 3.7% and NTR1 ag cell count 20 µM 71.
`Cc1cc(C(=O)NN=C2C3CC4CC(C3)CC2C4)c2ccccc2n1` gave NOD2 inhibition 1%, ER stress rescue -1.9%, TNAP activation fold 1.1, Yfh1-off respiration inactive, NTR1 ag -1.1, KOR beta-arrestin-1 15%, NOD1 NF-kB reporter 12%, GPR55 activation -0.3%, KOR beta-arrestin-2 -1.2% and NTR1 ag cell count 20 µM 70.

Already shown: an excerpt of the list.
NS(=O)(=O)c1ccc(CCNC(=O)C2CCC(Cn3c(=S)[nH]c4ccccc4c3=O)CC2)cc1 (configuration not stated) was read as NOD2 inhibition -24%, ER stress rescue -0.3%, TNAP activation fold 1.1, Yfh1-off respiration inactive, NTR1 ag 0.7, KOR beta-arrestin-1 -20%, NOD1 NF-kB reporter -57%, GPR55 activation -0.1%, KOR beta-arrestin-2 -0.6% and NTR1 ag cell count 20 µM 28.
For COc1ccc(CNC(=O)COc2ccc(S(=O)(=O)N3CCOCC3)cc2C)cc1 the results were NOD2 inhibition 9%, NTR1 ag -0.2, KOR beta-arrestin-1 -8%, NOD1 NF-kB reporter -7%, GPR55 activation -0.2%, KOR beta-arrestin-2 -7.3% and NTR1 ag cell count 20 µM 44.
Screening COc1cccc(/C=N/Nc2ccc(S(=O)(=O)O)cc2)c1O returned NOD2 inhibition 15%, ER stress rescue -2.7%, TNAP activation fold 1.1, Yfh1-off respiration inactive, NTR1 ag -0.9, KOR beta-arrestin-1 -11%, GPR55 activation 0.9%, KOR beta-arrestin-2 2.8% and NTR1 ag cell count 20 µM 66.

Not all compounds are listed (hit frequency here may not be typical).
